CCT modulator: modulators of cytosolic chaperonin (CCT/TRiC) activity; purified chaperonin ATPase assay, HTRF ADP detection, 30 min; activity change, % (test concentration not listed), hits read low; hit rate 0.3% among 360,000; AID 651819; in the data active = activity change below about -30%; also: % is scaled to controls: 0 for no effect and ±100 for the full control effect
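Nucleotide hydrolysis assay: TRiC at 20–40 nM final (set by batch activity) with 10 uM ATP, 30 min at 37 °C, in presence of 76 uM compound. Detection by competitive ADP HTRF, 30 min ambient.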
IL-2 act: activators of IL-2. IL-2 activation reporter assay, cell-based qHTS; stimulated with anti-CD3/CD4/CD28 beads; in transgenic mouse T cells. activation, % (series mostly up to about 46 µM). hit rate 0.065% among 360,000. AID 652025; in the data active = activation above about 50%; inconclusive = mostly about 30% to 49%; also: 0% is about no effect
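Unstimulated transgenic mouse T cells preincubated 60 min with compound, then stimulated with anti-CD3/anti-CD4-coated beads plus anti-CD28 for 18 h at 37 degrees C. IL-2 response read as EGFP and DsRed fluorescence by plate cytometry.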
EPAC2 ag: agonists of human EPAC2 (RAPGEF4); Q8WZA2; EPAC2 activation, biochemical qHTS; response scale: 100% = 6.5 mM cAMP response; Potency, µM (series often up to 154 µM), for inactives: top-dose activation, usual class: activators; hit rate 0.079% among 360,000; also: potency is read from the fitted curve at half-maximal effect; nearly all actives have a fitted effect of over 50% in size
Target sequence (Q8WZA2 whole entry, looked up): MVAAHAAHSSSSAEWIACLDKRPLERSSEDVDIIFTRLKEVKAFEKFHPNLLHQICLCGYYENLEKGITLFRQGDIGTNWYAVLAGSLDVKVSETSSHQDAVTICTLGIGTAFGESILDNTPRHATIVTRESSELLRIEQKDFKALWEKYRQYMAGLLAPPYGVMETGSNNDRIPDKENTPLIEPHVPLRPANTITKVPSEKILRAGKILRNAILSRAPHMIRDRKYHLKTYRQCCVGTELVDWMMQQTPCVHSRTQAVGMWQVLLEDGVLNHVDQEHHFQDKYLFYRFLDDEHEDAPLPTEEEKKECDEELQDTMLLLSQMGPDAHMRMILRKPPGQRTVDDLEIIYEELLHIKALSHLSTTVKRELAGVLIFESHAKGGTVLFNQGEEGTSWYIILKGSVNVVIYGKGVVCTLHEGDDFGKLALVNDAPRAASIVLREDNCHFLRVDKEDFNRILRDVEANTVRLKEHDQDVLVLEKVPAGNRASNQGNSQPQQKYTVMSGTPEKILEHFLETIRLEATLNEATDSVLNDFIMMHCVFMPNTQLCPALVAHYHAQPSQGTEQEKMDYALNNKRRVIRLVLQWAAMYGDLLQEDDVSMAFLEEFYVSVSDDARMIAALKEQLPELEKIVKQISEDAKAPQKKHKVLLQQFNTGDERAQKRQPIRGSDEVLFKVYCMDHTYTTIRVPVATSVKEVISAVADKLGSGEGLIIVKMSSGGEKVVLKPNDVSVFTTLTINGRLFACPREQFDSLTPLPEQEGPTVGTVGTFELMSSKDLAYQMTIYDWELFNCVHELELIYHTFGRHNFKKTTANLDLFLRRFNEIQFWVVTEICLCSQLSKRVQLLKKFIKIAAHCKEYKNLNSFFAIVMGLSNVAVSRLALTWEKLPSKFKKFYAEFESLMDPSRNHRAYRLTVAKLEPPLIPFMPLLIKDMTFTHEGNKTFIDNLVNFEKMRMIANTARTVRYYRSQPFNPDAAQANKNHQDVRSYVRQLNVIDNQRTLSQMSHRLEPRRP
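Compounds were added across a concentration range to EPAC2 (100 nM), RAP1B-BODIPY-GDP (250 nM) and GDP (50 uM). After 5 min at room temperature, fluorescence was recorded at 5-min intervals for 30 min.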
EPAC1 agonist: agonists of human EPAC1. O95398. Potency, µM (doses to about 154 µM), for inactives: top-dose activation, hits mostly activators. EPAC1 agonist qHTS, biochemical assay; response scale: 100% = response to 6.5 mM cAMP. hit rate 0.073% among 360,000. AID 720707; also: potency is read from the fitted curve at half-maximal effect; nearly all actives have a fitted effect of over 60% in size
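Nucleotide exchange by EPAC1 (100 nM) on Rap1B–BODIPY-GDP (250 nM) in the presence of 50 uM GDP is tracked fluorescently at 480/540 nm over 30 min. Signals are normalized to a 6.5 mM cAMP control.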
PLK1 PBD inh: PLK1 (human) polo-box domain binding inhibition. hit rate 2.8% among 360,000. AID 720504. P53350. Plk1 PBD binding of FITC phosphopeptide, fluorescence polarization. Potency, µM, inactives show max response, negative = inhibition, most hits filed as inhibitors; also: potency is read from the fitted curve at half-maximal effect; series mostly up to about 57 µM; % is scaled to controls: 0 for no effect and ±100 for the full control effect; nearly all actives have a fitted effect of over 65% in size
EPAC1 antag: antagonists of human EPAC1 | EPAC1 GEF assay, Rap1b-BODIPY-GDP exchange fluorescence | AID 720709 | hit rate 0.14% among 360,000 | O95398 | Potency, µM (titrated, usually from 115 µM), without a hit: at the highest dose activity change, negative = inhibition, actives largely listed as inhibitors;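 also: potency is read from the fitted curve at half-maximal effect; plate controls were vehicle for no effect and positive control for full effect; nearly all actives have a fitted effect of over 50% in size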
WRN helicase inh: inhibitors of human WRN helicase. WRN helicase unwinding, fluorescent forked duplex, kinetic. AID 651768. hit rate 0.46% among 360,000. Potency, µM (series often up to 114 µM), inactives show at the top dose activity change, negative = inhibition, hits mostly inhibitors. Q14191; also: potency is read from the fitted curve at half-maximal effect; % is scaled to controls: 0 for no effect and ±100 for the full control effect; nearly all actives have a fitted effect of over 55% in size
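Fluorescence dequenching readout, ex 525 nm/em 598 nm, kinetic mode: forked duplex DNA (100 nM final) with adjacent fluorophore and quencher unwound by WRN (20 nM final) with 2 mM ATP. Compound preincubation 15 min, room temperature.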
PI5P4Ka inh: inhibitors of human PI5P4K alpha; hit rate 1.2% among 330,000; PI5P4Kalpha enzyme, ADP-Glo luminescence, 60 min; stronger effect = lower value; max response, %; active = max response of -50% or lower; inconclusive = between -30% and -50%; inactive = -30% or higher; also: value at the top dose of about 77 µM; % is scaled to controls: 0 for no effect and ±100 for the full control effect
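qHTS, 1536-well: enzyme/substrate mix, compound by pin tool, 5 microM ATP final; RT 60 min; ADP-Glo reagents 1 (45 min) then 2 (30 min); luminescence.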
* = called active by the depositor; ? = inconclusive; . = not tested or not shown; [ ] = dose if it differs, or a comment. Unless noted, calls follow the shape of the dose curve; as a rule, active = well fitted curve in the direction sought with a large enough effect; inconclusive = small, poorly fitted or top-dose-only effect, or another doubt; inactive = no such curve, though single readings can be large; an effect the other way counts as inactive or inconclusive. Only part of the results is shown, so the mix of outcomes need not match the whole.

The opening two compounds as a preview:
SMILES	CCT modulator	IL-2 act	EPAC2 ag	EPAC1 agonist	PLK1 PBD inh	EPAC1 antag	WRN helicase inh	PI5P4Ka inh
NC(=O)c1ccsc1NC(=O)COC(=O)/C=C/c1ccc([N+](=O)[O-])cc1	-1.5	-2.3	8%	7%	-2%	8%	-30%	-19
COc1cc(C2C(C#N)=C(N)Oc3n[nH]c(C)c32)cc2c1OCO2 (configuration not stated)	-2.5	-2.1	4%	-3%	?	-3%	-15%[57.1 µM]	-19

This part in full (from the top)
SMILES	CCT modulator	IL-2 act	EPAC2 ag	EPAC1 agonist	PLK1 PBD inh	EPAC1 antag	WRN helicase inh	PI5P4Ka inh
NC(=O)c1ccsc1NC(=O)COC(=O)/C=C/c1ccc([N+](=O)[O-])cc1	-1.5	-2.3	8%	7%	-2%	8%	-30%	-19
COc1cc(C2C(C#N)=C(N)Oc3n[nH]c(C)c32)cc2c1OCO2 (configuration not stated)	-2.5	-2.1	4%	-3%	?	-3%	-15%[57.1 µM]	-19
COc1ccccc1-c1nnc(N(C)C(=O)C2CCCO2)s1 (configuration not stated)	-3.1	-1.9	-3%	15%	-11%	-18%	0%	1
CCOC(=O)Nc1nnc(Cc2ccc(Cl)c(Cl)c2)s1	1.7	0.0	2%	-9%	-18%	?	3%[11.6 µM]	0
Cn1c(NCc2ccccc2)nc2c1c(=O)n(Cc1ccccc1)c(=O)n2C	-1.8	-0.3	11%	14%	-6%	-29%	-12%	.
CCOC(=O)C1(CCOC)CCN(Cc2ccc(COC)o2)CC1	-3.8	2.0	3%	3%	-8%	-1%	-8%	0
COC(=O)C1=C(NC(=O)COc2ccc(Cl)cc2Cl)CCS1	0.7	0.0	5%	4%	-8%	-8%	-2%	-4
COc1cccc(C(NC(C)=O)c2nc(-c3cccs3)cs2)c1 (configuration not stated)	0.9	-0.1	16%	-2%	-12%	-6%	-3%	-2
COc1ccc(-c2nc3c(=O)n(C)c(=O)[nH]c3n2CCc2ccccc2)cc1	-0.4	-1.9	14%	4%	-18%	-15%	-18%	3
O=C(Nc1ccccc1Cl)c1cc(C2CCCCN2S(=O)(=O)c2ccccc2)on1 (configuration not stated)	-4.1	-0.4	8%	-9%	-8%	-8%	-9%	-6
COc1ccc2[nH]c3c(c2c1)[C@@H]1CCN2C(=O)CCC[C@H](C3)[C@H]12	0.0	-0.4	-1%	-1%	-6%	-9%	2%	-2
CC(C)NC(=O)C(c1ccc(F)cc1)N(C(=O)CCC(=O)Nc1ccccn1)c1ccccc1F (configuration not stated)	-0.3	-0.7	0%	-10%	5%	-12%	-8%	10
Cc1noc(NS(=O)(=O)c2ccc(N/C=C/C(=O)c3ccc(F)cc3)cc2)c1C	0.3	-2.8	5%	0%	-11%	-24%	-18%	0
Cc1ccc(CNC(=O)[C@H]2O[C@@H](n3cnc4c(N)ncnc43)[C@H](O)[C@@H]2O)o1	0.5	-0.2	3%	-2%	-1%	-10%	-9%	0
O=C(COc1ccccc1F)N1CCc2ccccc2C1	0.2	-2.1	2%	3%	2%	-7%	-3%	1
O=C(CNC(=O)c1ccco1)N/N=C/c1ccc(O)c([N+](=O)[O-])c1	-1.2	-3.2	4%	0%	-21%	-8%	-17%	-27
Cc1nnc(NC(=O)CC23CC4CC(CC(C4)C2)C3)s1	-1.6	-2.3	-6%	-16%	1%	7%	-4%	-1
O=C(c1ccco1)N1CCN(Cc2cc(=O)c(OCc3ccc([N+](=O)[O-])cc3)co2)CC1	-7.1	1.2	-3%	-4%	-5%	-8%	-21%	-2
COC(=O)/C=C1\SC(=NC(=O)c2ccc(-c3ccccc3)cc2)NC1=O	0.6	0.3	8%	12%	19µM*	-3%	-5%[11.6 µM]	-63*
CCc1ccc(NC(=O)CSc2nc3ncc(Br)cc3[nH]2)cc1	-0.5	-1.5	-11%	19%	-4%	-23%	-13%	9
O=C(NCc1ccc(Cl)cc1)C1CCN(S(=O)(=O)c2ccccc2)CC1	-4.9	0.5	10%	-4%	27µM*	-2%	4%	-7
CN(C)c1ccc(C(=O)OCC(=O)N2CCCCCC2)cc1	0.0	-1.1	-5%	3%	-9%	-12%	2%	-5
Cn1c(=O)c(=O)n(C)c2cc(N3CCCCC3)c(NS(=O)(=O)c3ccc(Br)cc3)cc21	-1.7	-3.0	-4%	-11%	-7%	-12%	1%	-2
O=C(Nc1ccc(NC(=O)c2ccc3c(c2)OCO3)cc1)c1cccc(Cl)c1	1.7	0.8	4%	11%	-2%	-1%	-2%	3
COC(=O)C1[C@H]2C(=O)N(Cc3cccs3)C[C@]23C=C[C@H]1O3 (some centres not stated)	-0.5	-2.5	-2%	-7%	-4%	4%	-1%	.
CCn1ccnc1CNCc1cn(-c2cc(C)ccc2C)nc1-c1ccccc1	-1.3	1.0	15%	-7%	?	-15%	9%	-4
O=C(/C=C/c1cn(-c2ccccc2)nc1-c1cccc(Cl)c1)N1CCN(c2ccccn2)CC1	-0.4	-0.7	5%	6%	-7%	-7%	-12%	-2
O=C(Nc1ccc(Cl)cc1)c1cc(S(=O)(=O)Nc2ccccn2)ccc1Cl	-1.5	0.2	-7%	-2%	2%	1%	-6%	-1
Cc1ccc(C)c(N/C(N)=N/c2nc(C)cc(C)n2)c1	1.7	0.0	2%	-3%	-3%	0%	45%[activator]	4
C=CC[C@@H](CC(=O)OC(C)(C)C)C(=O)OC[C@H]1CCCN1C(=O)[C@@H](CC=C)CC(=O)NCCO	-0.1	-2.8	0%	-24%	-1%	2%	-1%	-1
Cc1ccc(C)c(NC(=O)C2(C)CCCN2C(=O)C(C)C)c1 (configuration not stated)	0.1	0.2	7%	-12%	0%	2%	6%	1
CN(CCOc1ccccc1)C(=O)c1cc(COc2c(F)cccc2F)on1	-1.5	0.1	9%	-6%	3%	-10%	-4%	5
CC1CCN(C(=O)C(NS(=O)(=O)c2cccc3nsnc23)c2ccccc2)CC1 (configuration not stated)	-3.2	0.5	6%	6%	-11%	-2%	-10%	8
CCOC(=O)C1CCN(C(=O)c2cc(S(=O)(=O)N(C)C)ccc2N2CCCC2)CC1	2.0	1.5	-7%	-8%	3%	14%	-16%	1
CCOC(=O)C(=O)Nc1ccc(S(=O)(=O)Nc2nccc(C)n2)cc1	0.5	0.3	3%	7%	0%	-3%	-1%	2
CSc1ncccc1C(=O)Nc1cccc(S(=O)(=O)N(C)c2ccccc2)c1	2.6	-0.4	17%	12%	-6%	-11%	-9%	-3
CCC(=O)NCCc1nc(-c2ccccc2)no1	-0.5	-0.6	0%	8%	-8%	1%	3%	0
CCOC(=O)c1cc(-c2ccccc2)sc1NC(=O)CN1C(=O)c2ccccc2C1=O	-0.3	0.9	7%	0%	-2%	-8%	3%	0
CN1C(=O)CSC1=NC12CC3CC(CC(C3)C1)C2	-2.7	-2.4	12%	0%	0%	11%	3%	.
CC1=CC(C)(C)Nc2ccc(OC(=O)CCN3C(=O)c4ccccc4C3=O)cc21	2.9	1.9	-1%	11%	-6%	-8%	-9%	-4
CO/N=C(/c1nonc1N)N1CCN(c2ccc([N+](=O)[O-])cc2)CC1	-0.4	-0.7	13%	17%	-1%	-16%	0%	-4
CCc1ccc(NC(=S)N2CCC(NC(=O)c3ccccc3OC)CC2)cc1	-0.3	-0.7	5%	5%	-6%	-28%	-5%	-6
CC(C)(C)c1ccc(OCCOCCn2cnc3ccccc3c2=O)cc1	0.2	0.0	-3%	-6%	-4%	-18%	-3%	6
CN1CCN(CCNC(=O)Nc2ccccc2[N+](=O)[O-])CC1	-2.7	-2.0	3%	8%	-2%	?	4%	0
CCOC(=O)c1[nH]c2ccc(OCC)cc2c1NC(=O)CN1CCN(c2ccccn2)CC1	-1.0	0.4	?	-2%	-4%	-29%	-15%	5
CC(Oc1cccc(F)c1)C(=O)/C=C\N(C)C (configuration not stated)	1.0	-2.8	-2%	-4%	-2%	1%	8%	.
Cc1ccc(S(=O)(=O)N2CCN(c3ccccc3)CC2)c(C)c1	0.8	0.2	16%	5%	3%	-11%	-9%	7
CN(c1ccccc1)S(=O)(=O)CS(=O)(=O)N(C)c1ccccc1	-1.0	-4.8	14%	-7%	-10%	-10%	1%	-5
N#Cc1cccnc1N1CCN(C(=O)c2ccco2)CC1	-0.1	-0.7	6%	15%	-9%	10%	3%	0
CCN(CC(=O)Nc1cc(Cl)ccc1C)C(=O)c1cc(S(=O)(=O)N2CCCCCC2)ccc1OC	-3.3	-5.0	-1%	4%	-4%	16%	-3%	-11
Cn1nc(-c2ccccc2)nc1-c1ccccc1	-3.5	-3.2	10%	5%	-11%	-13%	8%	0
S=c1[nH]nc(-c2ccco2)n1/N=C/c1ccc(Cl)c(Cl)c1	-1.3	-0.7	-9%	-2%	9.5µM*	16%	-32%[57.1 µM]	-1
COC(=O)[C@H]1C[C@H](OC(=O)Nc2c(C)noc2C)[C@@]2(O)CN(S(=O)(=O)c3ccc(C)cc3)CC2[C@H]1C(=O)OC (some centres not stated)	-0.6	-0.6	9%	1%	-14%	4%	-2%	4
O=C(CN1C(=O)c2cccnc2Oc2ccc(Cl)cc21)NC1CCCCCC1	-1.1	-2.1	-12%	6%	-9%	5%	-3%	4
COC(=O)c1ccc(Cn2cc(Cl)cn2)o1	0.2	1.5	5%	-4%	-9%	10%	-1%	-3
C[C@@H]1NC(=O)c2cc([N+](=O)[O-])cc(I)c2NCCCC[C@@H](C(N)=O)NC(=O)[C@H](CC(N)=O)NC1=O	0.0	0.3	5%	-11%	-9%	-9%	-5%	-3
CCOC(=O)c1cc2[nH]c3ccccc3c2[n+](-c2ccc([N+](=O)[O-])cc2)c1C	-3.3	0.7	6%	-19%	7%	-17%	-18%	-2
Cc1ccc(NC(=O)COC(=O)CN2C(=O)c3ccccc3C2=O)cc1	-1.8	-0.2	14%	10%	-5%	-11%	-1%	1
COc1cc(C(=O)Nc2nc(-c3cc(C)ccc3C)c(C)s2)ccc1OCC(=O)Nc1ccc(F)cc1	-1.6	-0.2	-4%	1%	-8%	-8%	-1%	9
CCC(=O)N1CCCC(C)(C(=O)Nc2ccc3scnc3c2)C1 (configuration not stated)	-1.4	0.7	8%	-2%	-5%	0%	4%	-1
O=C(c1ccc2c(c1)OCO2)N1CCN(c2ccccc2)CC1	0.9	-0.8	0%	-11%	-10%	1%	-24%[57.1 µM]	-7
CCN(CC)c1ccc2cc(-c3nc4ccccc4[nH]3)c(=O)oc2c1	-0.4	14	7%	?	27µM*	53%[activator]	-19%	-9
COC(=O)c1ccccc1NC(=O)COc1ccc(S(=O)(=O)NC(C)C)cc1	-0.5	-2.5	8%	-6%	0%	-1%	4%	-3

Bioassay records from PubChem BioAssay.
